OX1R antag-1 = antagonists of human orexin 1 receptor; 0.43% of 330,000 active; CHO/OX1R cells, Fluo-8 calcium fluorescence, orexin A; AID 434989; inhibition, % at 5 µM; O43613;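 active means inhibition above its plate's threshold, mean inhibition of all tested compounds on the plate plus 3 SD, cut at about 37% in these data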;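 further: 0% = orexin A challenge wells and 100% = SB-334867-A antagonist wells; not every result past the cut was called active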
Target sequence (O43613 whole entry, looked up): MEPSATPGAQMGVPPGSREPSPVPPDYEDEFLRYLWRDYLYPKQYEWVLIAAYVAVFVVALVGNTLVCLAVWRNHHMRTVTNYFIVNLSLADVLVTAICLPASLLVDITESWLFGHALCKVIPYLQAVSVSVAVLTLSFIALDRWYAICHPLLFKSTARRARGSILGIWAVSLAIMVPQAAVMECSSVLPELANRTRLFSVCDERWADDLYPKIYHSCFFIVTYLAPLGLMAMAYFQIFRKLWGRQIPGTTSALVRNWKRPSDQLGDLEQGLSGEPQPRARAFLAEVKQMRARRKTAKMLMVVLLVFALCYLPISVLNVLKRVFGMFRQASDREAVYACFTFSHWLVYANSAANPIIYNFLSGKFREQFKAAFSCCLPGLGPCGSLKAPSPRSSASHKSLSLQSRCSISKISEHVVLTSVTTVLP
OX1R antag-2 = OX1R (human) antagonism. O43613. OX1R-expressing cells, FRET antagonist read-out. inhibition, % at 6.6 µM. 1.8% of 330,000 active. AID 485270; in the data active means inhibition mostly above about 38%, no sharp cut-off; inactive means mostly below about 40%;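 further: 0% = agonist challenge alone and 100% = reference antagonist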
CHT PAM = human CHT allosteric activation. Q9GZV3. CHT-expressing cells, membrane potential dye, choline EC20; active compounds read high; LV-AA mutant CHT in HEK293 cells. B-score at 10 µM. 0.49% of 310,000 active;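 active means initial fluorescence not abnormally high and integrated response B-score, plate-corrected, over 3 SD above library mean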
Target sequence (Q9GZV3 whole entry, looked up): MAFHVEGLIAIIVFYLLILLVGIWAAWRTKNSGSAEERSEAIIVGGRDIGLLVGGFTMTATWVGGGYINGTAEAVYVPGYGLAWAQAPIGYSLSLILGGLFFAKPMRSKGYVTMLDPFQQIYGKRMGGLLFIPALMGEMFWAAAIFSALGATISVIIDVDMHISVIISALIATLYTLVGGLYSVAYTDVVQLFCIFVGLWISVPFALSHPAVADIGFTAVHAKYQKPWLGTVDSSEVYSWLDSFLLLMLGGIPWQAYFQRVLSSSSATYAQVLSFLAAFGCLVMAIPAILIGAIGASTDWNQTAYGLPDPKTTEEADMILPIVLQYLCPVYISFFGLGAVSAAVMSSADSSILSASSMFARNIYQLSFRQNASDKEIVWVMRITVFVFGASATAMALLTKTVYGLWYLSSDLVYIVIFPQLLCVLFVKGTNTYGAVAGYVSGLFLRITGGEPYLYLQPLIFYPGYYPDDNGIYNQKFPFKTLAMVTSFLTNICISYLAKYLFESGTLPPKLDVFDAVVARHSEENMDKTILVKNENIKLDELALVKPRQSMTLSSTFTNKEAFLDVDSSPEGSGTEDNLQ
Numbers without * were called inactive.

`Cc1nc(Sc2nnnn2C)c2c3c(sc2n1)CCC3` gave OX1R antag-1 -4, OX1R antag-2 18 and CHT PAM inactive.
`COCCn1c(C)cc(C(=O)COC(=O)c2[nH]c(C)c(C(C)=O)c2C)c1C` gave OX1R antag-1 20 and OX1R antag-2 20.
O=C(Cn1cc(C(F)(F)F)cc(Cl)c1=O)Nc1cccc(Cl)c1 was read as OX1R antag-1 -9, OX1R antag-2 3 and CHT PAM inactive.
O=C(Nc1ccccc1)C1=C[C@H](c2ccc(Br)cc2)C[C@H](OCc2ccc(CO)cc2)O1 was read as OX1R antag-1 -17, OX1R antag-2 13 and CHT PAM inactive.
O=C(Nc1cc(Cl)ccc1O)c1snnc1-c1ccccc1 was read as OX1R antag-1 45, OX1R antag-2 46* and CHT PAM inactive.
`Cc1nn(CC(=O)N2CCc3ccccc3C2)c(C)c1[N+](=O)[O-]` gave OX1R antag-1 -9, OX1R antag-2 49 and CHT PAM inactive.
Screening CCCCN1C(=O)C(=O)N(CC(=O)Nc2ccc(C(N)=O)cc2)C1=O returned OX1R antag-1 -13 and OX1R antag-2 1.
`CCOc1ccc(NC(=O)N(C2CCCCCC2)C2CCN(C(C)=O)CC2)cc1` gave OX1R antag-1 -5, OX1R antag-2 12 and CHT PAM inactive.
`O=C(CC1(O)C(=O)Nc2ccccc21)c1ccccc1O` (centres undefined) gave OX1R antag-1 1, OX1R antag-2 17 and CHT PAM inactive.
O=C(NC(C(=O)c1ccccc1)N1CCOCC1)c1ccccc1 (centres undefined) was read as OX1R antag-1 -5, OX1R antag-2 3 and CHT PAM inactive.
CC(Sc1ccccc1)C(=O)Nc1cccc(N(C)S(C)(=O)=O)c1 (centres undefined) was read as OX1R antag-1 4, OX1R antag-2 51 and CHT PAM inactive.
Screening CCO[C@@H]1OC(C(=O)N2CCOCC2)=C[C@H](C)[C@H]1CCCO returned OX1R antag-1 2, OX1R antag-2 0 and CHT PAM inactive.
`Cc1ccc(NC(=O)C2CCN(S(=O)(=O)c3ccc4c(c3)CCCC(=O)N4)CC2)c(Br)c1` gave OX1R antag-1 -26, OX1R antag-2 11 and CHT PAM inactive.
For Nc1nc(N)nc(-c2cc([N+](=O)[O-])ccc2O)n1 the results were OX1R antag-1 -6 and OX1R antag-2 2.
Screening Cc1ccc(Cl)cc1N1CCN(S(=O)(=O)c2cnc[nH]2)CC1 returned OX1R antag-1 -18, OX1R antag-2 -3 and CHT PAM inactive.
For CC(=O)Nc1ccc(S(=O)(=O)NCCNC(=O)c2ccccc2F)cc1 the results were OX1R antag-1 5, OX1R antag-2 3 and CHT PAM inactive.
Screening CCCn1c(CC)nc([N+](=O)[O-])c1S(=O)(=O)c1ccccc1 returned OX1R antag-1 -9, OX1R antag-2 11 and CHT PAM inactive.
Screening CCc1cccc(C)c1NC(=S)NCCc1c(C)[nH]c2ccc(C)cc12 returned OX1R antag-1 -22, OX1R antag-2 11 and CHT PAM inactive.
Screening CC1CCN(C(c2cccs2)c2nnnn2Cc2ccccc2)CC1 (centres undefined) returned OX1R antag-1 -17, OX1R antag-2 13 and CHT PAM inactive.
CC(=O)Nc1ccc2nc3ccccc3nc2c1 was read as OX1R antag-1 -5, OX1R antag-2 134* and CHT PAM inactive.
`N#CCCCn1c(-c2ccccc2)noc1=O` gave OX1R antag-1 -6, OX1R antag-2 1 and CHT PAM inactive.
`CCOC(=O)c1[nH]c2ccc(F)cc2c1NC(=O)CN1CCN(C/C=C/c2ccccc2)CC1` gave OX1R antag-1 -23, OX1R antag-2 15 and CHT PAM inactive.
COc1ccccc1-c1ccc(NC2CCCCC2)nn1 was read as OX1R antag-1 -13, OX1R antag-2 18 and CHT PAM inactive.
COc1ccc([N+](=O)[O-])cc1N(CC(O)Cn1nnc2ccccc21)S(=O)(=O)c1ccc(C)cc1 (centres undefined) was read as OX1R antag-1 -19, OX1R antag-2 20 and CHT PAM inactive.
CCCCNC(=O)Nc1nc2ccccc2s1 was read as OX1R antag-1 -15, OX1R antag-2 12 and CHT PAM inactive.
Cc1cc(C)n(S(=O)(=O)c2ccc(C(C)(C)C)cc2)n1 was read as OX1R antag-1 -7, OX1R antag-2 9 and CHT PAM inactive.
Oc1ccc(Br)cc1C=Nc1ccc(Cl)cc1 was read as OX1R antag-1 -17, OX1R antag-2 3 and CHT PAM inactive.
`CCc1cc(=O)oc2cc(OCC(=O)N3CCC(C(N)=O)CC3)ccc12` gave OX1R antag-1 -4, OX1R antag-2 3 and CHT PAM inactive.
Screening C[C@@H]1CN([C@@H](C)CO)C(=O)Cc2cc(NC(=O)Nc3ccc(F)cc3)ccc2O[C@@H]1CN(C)Cc1ccc(Cl)c(Cl)c1 returned OX1R antag-1 -26 and OX1R antag-2 7.
O=C(CC(=O)c1c(F)cccc1Cl)c1ccccc1O was read as OX1R antag-1 -17, OX1R antag-2 4 and CHT PAM inactive.
For COc1cc(OC)cc(-c2sc3ccc(OC)cc3c2-c2ccc(OCCN3CCCCC3)cc2)c1 the results were OX1R antag-1 31 and OX1R antag-2 6.
For CCOC(=O)C1CCCN(c2c(NCCc3ccc(Cl)cc3)c(=O)c2=O)C1 (centres undefined) the results were OX1R antag-1 -15, OX1R antag-2 2 and CHT PAM inactive.
Cc1ccc(C(=O)NCCNC(=O)Cc2ccccc2)cn1 was read as OX1R antag-1 -18, OX1R antag-2 13 and CHT PAM inactive.
COc1ccccc1NC(=S)NCCC(c1ccccc1)c1ccccc1 was read as OX1R antag-1 6, OX1R antag-2 7 and CHT PAM inactive.
Cc1cccc(NC(=O)CN2C(=O)NC(C)(c3ccc4c(c3)OCO4)C2=O)c1 (centres undefined) was read as OX1R antag-1 -2, OX1R antag-2 9 and CHT PAM inactive.
`O=C(Nc1ccccc1C(F)(F)F)C(O)(c1ccccc1)C1CCCCC1` (centres undefined) gave OX1R antag-1 13 and OX1R antag-2 25.
`O=C(c1cccc(N2CCCC2=O)c1)N1CCN(c2ccccc2)CC1` gave OX1R antag-1 -33, OX1R antag-2 22 and CHT PAM inactive.
For COc1ccc(OCCNC(=O)c2cccc(Oc3ccc(C(F)(F)F)cc3[N+](=O)[O-])c2)cc1 the results were OX1R antag-1 -12, OX1R antag-2 12 and CHT PAM inactive.
`COC(=O)CSc1nc2cc(OC)ccc2n1C` gave OX1R antag-1 -3, OX1R antag-2 3 and CHT PAM inactive.
For CCOC(=O)C1C(=O)OC(C)(C)C1C(CC)C(=O)c1c(C)cc(C)cc1C (centres undefined) the results were OX1R antag-1 -35, OX1R antag-2 3 and CHT PAM inactive.
For CC(C)CCC(CCN1CCCC1)c1ccc2c(c1)OCO2 (centres undefined) the results were OX1R antag-1 -17, OX1R antag-2 5 and CHT PAM inactive.
For Nc1c(N(C(=O)Nc2ccc(Cl)c(Cl)c2)C2CCCC2)c(=O)[nH]c(=O)n1Cc1ccccc1 the results were OX1R antag-1 -14, OX1R antag-2 12 and CHT PAM inactive.
`COC(=O)C1=C(O)/C(=C\c2cc(C)n(-c3ccccc3F)c2C)N=C1C` gave OX1R antag-1 -10, OX1R antag-2 14 and CHT PAM inactive.
For COc1ccc(S(N)(=O)=O)cc1C(=O)OCC(=O)Nc1sccc1C#N the results were OX1R antag-1 29 and OX1R antag-2 10.
Screening O=C(NCCSc1ccc(Cl)cc1)c1ccc(CN2CCOCC2)cc1 returned OX1R antag-1 -37, OX1R antag-2 11 and CHT PAM inactive.
For Cc1ccc(-n2nc(C)c3c2OC(N)=C(C#N)C3c2ccccc2F)cc1 (centres undefined) the results were OX1R antag-1 -34, OX1R antag-2 12 and CHT PAM inactive.
CC(=O)NCc1ccc(-c2csc(NC(=O)CCCc3nc4ccccc4c(=O)[nH]3)n2)cc1 was read as OX1R antag-1 -6 and OX1R antag-2 7.
Screening CCCCOc1ccc(C2CCC(C(C)=O)C(C)C2)cc1 (centres undefined) returned OX1R antag-1 -8, OX1R antag-2 12 and CHT PAM inactive.
Screening COC(=O)C1=CNC=C(C(=O)OC)C1c1cccc(OC)c1 returned OX1R antag-1 -31, OX1R antag-2 12 and CHT PAM inactive.
CCOc1ccc(S(=O)(=O)N2CCc3ccccc3C2)cc1 was read as OX1R antag-1 -6, OX1R antag-2 11 and CHT PAM inactive.
COc1ccc(OC)c(NC(=O)CSc2nc(=O)n(CCN3CCOCC3)c3c2CCC3)c1 was read as OX1R antag-1 -10, OX1R antag-2 12 and CHT PAM inactive.
Screening CSCCC1NC(=O)N(C(C)C(=O)Nc2cc(Cl)cc(Cl)c2)C1=O (centres undefined) returned OX1R antag-1 -24, OX1R antag-2 2 and CHT PAM inactive.
Screening CCCc1cc(=O)oc2c(C)c(O[C@@H]3O[C@H](CO)[C@@H](O)[C@H](O)[C@H]3O)ccc12 returned OX1R antag-1 -18, OX1R antag-2 -14 and CHT PAM inactive.
For O=C(CSc1nnc(-c2ccccc2)n1Cc1ccco1)NCc1ccc2c(c1)OCO2 the results were OX1R antag-1 -22, OX1R antag-2 35 and CHT PAM inactive.
Screening COc1ccc(OC)c(C2NC(=S)NC3=C2N2CCC3CC2)c1 (centres undefined) returned OX1R antag-1 -18, OX1R antag-2 16 and CHT PAM inactive.
CC(=O)Nc1ccc(NC(=O)[C@@H](NC(=O)N2C[C@H]3C[C@@H](C2)c2cccc(=O)n2C3)C(C)C)cc1 was read as OX1R antag-1 7, OX1R antag-2 6 and CHT PAM inactive.
For CCOc1ccc(C(=O)N/N=C(/C)C2C(=O)c3ccccc3C2=O)cc1 the results were OX1R antag-1 -3, OX1R antag-2 14 and CHT PAM inactive.
CCC1CCc2sc(C(=O)NCC(c3ccc(OC)cc3)N3CCOCC3)cc2C1 (centres undefined) was read as OX1R antag-1 -23 and OX1R antag-2 4.
COc1ccc2c(c1)OC(=O)CC2c1ccccc1OC (centres undefined) was read as OX1R antag-1 -23 and OX1R antag-2 8.
CN(C)CCN(C(=O)c1ccc2ccccc2c1)c1nc2c(F)cccc2s1 was read as OX1R antag-1 -2, OX1R antag-2 10 and CHT PAM inactive.

Brought forward from above: 5 entries; new compounds follow.
CC(=O)Nc1ccc(NC(=O)[C@@H](NC(=O)N2C[C@H]3C[C@@H](C2)c2cccc(=O)n2C3)C(C)C)cc1 was read as OX1R antag-1 7, OX1R antag-2 6 and CHT PAM inactive.
For CCOc1ccc(C(=O)N/N=C(/C)C2C(=O)c3ccccc3C2=O)cc1 the results were OX1R antag-1 -3, OX1R antag-2 14 and CHT PAM inactive.
CCC1CCc2sc(C(=O)NCC(c3ccc(OC)cc3)N3CCOCC3)cc2C1 (centres undefined) was read as OX1R antag-1 -23 and OX1R antag-2 4.
COc1ccc2c(c1)OC(=O)CC2c1ccccc1OC (centres undefined) was read as OX1R antag-1 -23 and OX1R antag-2 8.
CN(C)CCN(C(=O)c1ccc2ccccc2c1)c1nc2c(F)cccc2s1 was read as OX1R antag-1 -2, OX1R antag-2 10 and CHT PAM inactive.
For CN(C)S(=O)(=O)c1cccc(NC(=O)COC(=O)c2ccc([N+](=O)[O-])o2)c1 the results were OX1R antag-1 -2, OX1R antag-2 34 and CHT PAM inactive.
Screening Cc1ccccc1-c1cc(C(=O)O)n(CC2CC(c3cccnc3)=NO2)n1 (centres undefined) returned OX1R antag-1 -15 and OX1R antag-2 1.
Screening CCCc1cc(=O)oc2cc(OCC(=O)Nc3ccc(CN4CCOCC4)cc3)c(Cl)cc12 returned OX1R antag-1 -15, OX1R antag-2 8 and CHT PAM inactive.
O=C(Cc1ccccc1)NCc1nc2ccccc2[nH]1 was read as OX1R antag-1 -4, OX1R antag-2 5 and CHT PAM inactive.
Screening O=C(NCc1ccccn1)C1CCN(S(=O)(=O)c2cc(Cl)ccc2Cl)CC1 returned OX1R antag-1 -9, OX1R antag-2 14 and CHT PAM inactive.
O=c1[nH]cnc2scc(-c3cccs3)c12 was read as OX1R antag-1 -19, OX1R antag-2 14 and CHT PAM inactive.
Screening CC1CC2(CCCC2)Nc2ccc(F)cc21 (centres undefined) returned OX1R antag-1 -24, OX1R antag-2 15 and CHT PAM inactive.
For COc1ccc(CCN2CC(C(=O)N(C)CC(=O)Nc3cccc(F)c3)CC2=O)cc1OC (centres undefined) the results were OX1R antag-1 0, OX1R antag-2 1 and CHT PAM inactive.
Screening CCc1onc(C)c1C(=O)Nc1ccc2c(c1)OCO2 returned OX1R antag-1 -4, OX1R antag-2 14 and CHT PAM inactive.
N#Cc1c(-c2ccc3c(c2)OCO3)csc1N was read as OX1R antag-1 -6, OX1R antag-2 17 and CHT PAM inactive.
`COCCCNC(=O)CCc1c(C)nc2c(-c3ccc(F)cc3)c(C)nn2c1C` gave OX1R antag-1 -21, OX1R antag-2 10 and CHT PAM inactive.
Cc1ccc(C)c2c1[nH]c1ccc([N+](=O)[O-])cc12 was read as OX1R antag-1 4, OX1R antag-2 56 and CHT PAM inactive.

An excerpt from above in order of number of heavy atoms, smallest number first.
Cc1ccc(C)c2c1[nH]c1ccc([N+](=O)[O-])cc12 was read as OX1R antag-1 4, OX1R antag-2 56 and CHT PAM inactive.
Screening O=C(NCc1ccccn1)C1CCN(S(=O)(=O)c2cc(Cl)ccc2Cl)CC1 returned OX1R antag-1 -9, OX1R antag-2 14 and CHT PAM inactive.
`COCCCNC(=O)CCc1c(C)nc2c(-c3ccc(F)cc3)c(C)nn2c1C` gave OX1R antag-1 -21, OX1R antag-2 10 and CHT PAM inactive.
For COc1ccc(CCN2CC(C(=O)N(C)CC(=O)Nc3cccc(F)c3)CC2=O)cc1OC (centres undefined) the results were OX1R antag-1 0, OX1R antag-2 1 and CHT PAM inactive.

Screening data from PubChem.
